# Screening data as filed in PubChem BioAssay.
# TDP1 cell CPT – DT40-hTDP1 cell growth loss with CPT; chicken DT40 Tdp1-/-;hTDP1 cells + 20 nM CPT, ATP luminescence, 48 h; 12% of 420,000 active; Potency, µM (top dose mostly 46.2 µM), inactives show at the top dose activity change, negative = growth inhibition, most hits filed as inhibitors; also: nearly all actives have a fitted effect of over 55% in size
#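 Chicken DT40 Tdp1-/- cells complemented with human TDP1, 400 cells/well, exposed to compounds plus 20 nM camptothecin for at least 48 h at 37 C; viability read as ATP content by CellTiter-Glo luminescence.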
# TDP1 cell noCPT – qHTS for Inhibitors of human tyrosyl-DNA phosphodiesterase 1 (TDP1): qHTS in cells in absence of CPT; Potency, µM (doses to about 46.2 µM), for inactives: at the highest dose activity change, negative = growth inhibition, usual class: inhibitors; 15% of 420,000 active; AID 686978, 2013; DT40 Tdp1-/- hTDP1 cells, no CPT, ATP luminescence, 48 h; also: nearly all actives have a fitted effect of over 55% in size
#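 DT40 Tdp1-/-;hTDP1 cells, no CPT (DMSO vehicle only), 400 cells/well; compounds pin-transferred; ≥48 hr, 37 °C; CellTiter-Glo 30 min RT dark, luminescence read.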
# KAT2A inh – inhibitors of human GCN5L2 histone acetyltransferase; Q92830; GCN5L2 HAT assay, ThioGlo1 CoA-SH fluorescence; Potency, µM (highest dose often 58.9 µM), for the others: at the top dose activity change, negative = inhibition, most hits filed as inhibitors; 0.21% of 390,000 active; AID 504327
# Target sequence (Q92830 whole entry, looked up): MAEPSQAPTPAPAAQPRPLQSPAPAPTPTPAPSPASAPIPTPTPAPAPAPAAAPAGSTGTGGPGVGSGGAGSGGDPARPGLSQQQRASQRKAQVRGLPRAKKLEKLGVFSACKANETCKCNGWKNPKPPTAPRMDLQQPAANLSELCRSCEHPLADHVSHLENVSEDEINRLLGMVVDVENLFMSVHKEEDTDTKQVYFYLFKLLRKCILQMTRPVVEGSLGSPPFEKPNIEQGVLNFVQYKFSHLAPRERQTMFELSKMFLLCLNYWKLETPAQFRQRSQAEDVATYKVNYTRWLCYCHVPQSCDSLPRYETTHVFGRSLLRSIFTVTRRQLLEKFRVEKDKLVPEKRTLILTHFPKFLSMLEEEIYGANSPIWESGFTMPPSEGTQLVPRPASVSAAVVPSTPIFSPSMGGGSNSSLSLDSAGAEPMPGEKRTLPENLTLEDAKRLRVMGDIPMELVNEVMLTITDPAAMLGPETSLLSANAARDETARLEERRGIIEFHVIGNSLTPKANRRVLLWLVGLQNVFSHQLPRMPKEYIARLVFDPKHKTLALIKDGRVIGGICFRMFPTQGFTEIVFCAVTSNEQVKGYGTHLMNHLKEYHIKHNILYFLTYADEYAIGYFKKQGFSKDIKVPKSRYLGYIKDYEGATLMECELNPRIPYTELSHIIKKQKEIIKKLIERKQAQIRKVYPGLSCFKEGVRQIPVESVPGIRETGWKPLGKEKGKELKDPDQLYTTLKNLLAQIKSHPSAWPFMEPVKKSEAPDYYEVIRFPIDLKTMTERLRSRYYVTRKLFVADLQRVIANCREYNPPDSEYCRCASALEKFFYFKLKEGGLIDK
#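 Preincubate 20nM GCN5L2 with compound 15 min, RT → add 50uM ThioGlo1 + 75uM H3(1-25) + 70uM acetyl-CoA → read fluorescence 0 and 20 min. Primary qHTS; fluorescent artifacts likely.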
# Starred values were filed as active, the others as inactive; ? = inconclusive; . = no result given; & = joins results of further samples; [ ] = dose if it differs, or a comment. Calls follow the shape of the dose curve; as a rule, active = well fitted curve in the direction sought with a large enough effect; inconclusive = small, poorly fitted or top-dose-only effect, or another doubt; inactive = no such curve, though single readings can be large; an effect the other way counts as inactive or inconclusive. % is scaled to controls: 0 for no effect and ±100 for the full control effect; potency is read from the fitted curve at half-maximal effect.
SMILES	TDP1 cell CPT	TDP1 cell noCPT	KAT2A inh
CC(=O)c1ccc(-c2ccc(C(=O)Nc3nc(C)c(C(C)=O)s3)o2)cc1	-26.3%	-18.5%	-3.0%
CCN(CC)CCNC(=O)c1ccc2c(=O)n(C3CCCC3)c(=S)[nH]c2c1	?	-29.4%	14.4%
C[N+]1(CC(=O)c2ccc(Br)cc2)CCOCC1	2.8%	-8.4%	.
CCCOc1nc(N)c(C#N)c(-c2ccccc2F)c1C#N	16.4µM*	?	-3.5%
CCOc1ccc(NC(=O)c2cccc(S(=O)(=O)NCc3cccnc3)c2)cc1	-16.3%	-19.5%	.
Cc1[nH]c2ccccc2c1CCO	0.4%	-2.9%	-3.3%
O=C(NCc1ccc(F)cc1)c1cccc2c1C(=O)N(Cc1cccnc1)C2	-15.8%	15.4%	-6.8%
Cc1c(NC(=S)N/N=C/C=C/c2ccc([N+](=O)[O-])cc2)c(=O)n(-c2ccccc2)n1C	-15.3%	?	0.5%
COCCC(=O)N1CCC(Oc2ccc(C(=O)NC3CCCCC3)cc2)CC1	-22.1%	-8.6%	-2.2%
CCN(CC)CCCNC(=O)c1cc2c(-c3cccc(OC)c3)nn(C)c2s1	?	14.6µM*	?

# Sorted by molecular weight (low to high): some entries from above
SMILES	TDP1 cell CPT	TDP1 cell noCPT	KAT2A inh
Cc1[nH]c2ccccc2c1CCO	0.4%	-2.9%	-3.3%
COCCC(=O)N1CCC(Oc2ccc(C(=O)NC3CCCCC3)cc2)CC1	-22.1%	-8.6%	-2.2%
CCOc1ccc(NC(=O)c2cccc(S(=O)(=O)NCc3cccnc3)c2)cc1	-16.3%	-19.5%	.

# Next entries:
SMILES	TDP1 cell CPT	TDP1 cell noCPT	KAT2A inh
COc1ccc(-c2nnnn2C)cc1S(=O)(=O)NCCc1ccccc1	-23.2%	16.4%	0.0%
COc1ccc(S(=O)(=O)Nc2c(C)n(C)n(-c3ccccc3)c2=O)cc1Br	3.0%&2.7%	-2.2%&-19.5%	-12.8%&-1.8%
CCOc1ccc(NC(=O)N(CCN(C)C)C(C)c2ccncc2)cc1 (centres undefined)	-21.1%	-8.5%	0.2%
CS(=O)(=O)c1ccc2nc(NC(NC(=O)c3ccco3)(C(F)(F)F)C(F)(F)F)sc2c1	-25.5%	-16.2%	2.2%
CC(=O)c1c(C)[nH]c(C(=O)Nc2ccc(Cl)cc2F)c1C	-3.5%	-14.9%	-3.6%
COc1ccccc1OCCC(=O)OCC(=O)NC(=O)NC(C)(C)C	?	-3.4%	-7.4%
O=C(Nc1cccc(S(=O)(=O)N2CCCCC2)c1)c1ccc2ccccc2n1	29.1µM*	20.6µM*	-7.0%
Cc1cc(-c2ccccc2)nc2c(Br)c(=O)[nH]n12	7.6%	-2.9%	-1.2%
C[C@@H]1CN([C@H](C)CO)C(=O)CCCn2cc(nn2)CO[C@H]1CN(C)S(=O)(=O)c1cccc(C#N)c1	9.6%	-13.9%	.
CCOc1ccc(N(CC(=O)Nc2ccccc2F)S(=O)(=O)c2c(C)[nH]c(=O)[nH]c2=O)cc1	-10.0%	19.9%	-1.1%
CCc1ccc(NC(=O)CSc2cn(CC(=O)N3CCOCC3)c3ccccc23)cc1	-4.8%	?	-1.3%
CO[C@@]1(NC(=O)C(C(=O)O)c2ccc(O)cc2)C(=O)N2C(C(=O)O)=C(CSc3nnnn3C)CO[C@@H]21 (some centres undefined)	-1.1%[21.1 µM]	-14.0%[21.1 µM]	.
CC1CCCCC1NC(=O)Cn1[nH]c(=O)c2ccccc2c1=O (centres undefined)	?	?	2.1%
CCn1c(SCC(=O)NC2CCCC2)nnc1-c1ccco1	2.6%	-5.3%	-1.9%
CCOC(=O)CCSc1n[nH]c(=S)s1	30.3%[activator]	-22.7%	?
COCCOC(=O)C1=C(C)NC(=O)NC1c1cccs1 (centres undefined)	-8.1%	-15.7%	-8.9%
C=CCn1cnnc1SCC(=O)N(C1CCCCC1)C1CCS(=O)(=O)C1 (centres undefined)	-1.1%	-16.1%	-2.6%
Cc1cc(C)nc(N/C(=N\S(=O)(=O)Cc2ccccc2)Nc2cccc(Cl)c2C)n1	?	?	-12.8%
O=C(COC(=O)CCC(=O)c1ccc(F)cc1)Nc1ccccc1	4.0%	-9.0%	-3.3%
COc1cc(NC(=O)c2ccc(NC3=NC4CS(=O)(=O)CC4S3)cc2)cc(OC)c1 (centres undefined)	-0.2%	-0.9%	-6.6%
O=C(CCn1ccc([N+](=O)[O-])n1)NC1CCCCCC1	-12.4%	-17.2%	-1.9%
Cc1cc(C(F)F)n2nc(C(=O)Nc3cccc(Cl)c3C)nc2n1	-2.6%	-2.2%	-3.7%
C/C(CC(=O)Nc1ccccc1-c1ccccc1)=N\NC(=O)COc1ccc(C)cc1Br	?	?	-1.2%
CCCSc1nnc(CSc2nc3nc(C)cc(C)n3n2)o1	1.5%	-0.2%	13.2%
O=C(N/N=C/c1ccc(N2CCOCC2)cc1)c1ccccc1OCCOc1ccccc1	16.4µM*	?	-22.1%
COC(=O)CC1C2(C)CC34OC5(C)O[C@@]6(C7/C(=C(/O)C(C)C)C(=O)OC(c8ccoc8)[C@]7(C)C(OC(C)=O)C(OC(C)=O)[C@]6(O5)[C@@]13C)C(OC(C)=O)[C@]4(O)C2OC(=O)C(C)C (some centres undefined)	-13.6%	-3.7%	-4.4%
CS(=O)(=O)Nc1ccc(C(=O)NCc2ccccn2)cc1	3.0%	-11.7%	-7.3%
CCc1cccc(C)c1NC(=O)c1cc(S(=O)(=O)N2CCCCCC2)cn1C	?	?	-6.5%
COc1ccc(C(=O)COC(=O)/C=C/c2ccccc2[N+](=O)[O-])cc1	-3.5%	0.3%	-2.9%
COc1ccc(CNc2nc3ccccc3n2C)c(OC)c1	?	16.4µM*	23.4%
C=CCN(C)NC(=O)Nc1ccccc1	-29.9%	-0.7%	-1.4%
Cc1cccc(-c2nnc(SCC(=O)Nc3cccc(C(=O)N4CCOCC4)c3)n2C)c1	24.4%	-18.7%	0.7%
O=[N+]([O-])c1cc([N+](=O)[O-])c2n[nH]c(-c3ccccc3)c2c1	19.5%	0.9%	-1.9%
O=C(COC(=O)C1Cc2ccccc2CN1C(=O)c1ccccc1Cl)Nc1ccc(N2CCOCC2)cc1 (centres undefined)	?	-21.0%	-0.1%
O=C(CSC1=NCCS1)NC1CCCC1	-17.9%	-0.4%	-12.3%
CCOc1ccc(CCNC(=O)c2cccc(S(=O)(=O)N3CCOCC3)c2)cc1OCC	-23.0%	-25.7%	-6.3%
Cc1ccc(N2C(=O)c3ccccc3C2(O)c2ncc[nH]2)cc1 (centres undefined)	8.1%	-4.4%	-6.7%
COc1cc2[nH]c(=S)nc(NCc3ccccn3)c2cc1OC	18.2%	-4.1%	-5.1%
COc1ccc(C(=O)N2CCCC(C(N)=O)C2)cc1S(=O)(=O)N1CCOCC1 (centres undefined)	-2.5%	1.5%	3.8%
COc1cccc(NC(=S)N(Cc2ccc(C(=O)O)cc2)Cc2ccc(OC)c(OC)c2)c1	8.9%	24.6%	-1.0%
COc1ccc(NC(=O)CSc2nnc3ccc(-c4ccccn4)nn23)cc1OC	?	-10.3%	1.2%
Cn1ccnc1C(O)c1cccc(OCc2ccccc2)c1 (centres undefined)	-16.8%	-27.3%	-15.8%
Cc1ccc(NC(=O)CNC(=O)c2ccco2)nc1	0.6%	21.0%	?
Cc1ccc(-c2ocnc2C(=O)N2CCOCC2)cc1	-1.4%	-3.1%	18.8%
N#Cc1cccc(NC(=O)CSc2cccc[n+]2[O-])c1	5.3%	0.8%	-1.4%
Cc1cccc(C2(c3cccc(C)c3)CC2C(=O)NCC2CCCO2)c1 (centres undefined)	?	?	-3.7%
O=C(CCC(=O)OCC(F)(F)C(F)F)Nc1ccc(Cl)cc1	-9.5%	-11.7%	-0.6%
CC(=O)c1c(C)nc(-c2ccc(Cl)cc2)nc1N	-0.5%	-22.7%	8.1%
O=C(CCN1C(=O)/C(=C/c2cccs2)SC1=S)Nc1ccccn1	?	?	-7.6%
Cc1ccc(N2CC(C(=O)Nc3nnc(SCC(=O)NCC4CCCO4)s3)CC2=O)cc1 (centres undefined)	26.7%	2.1%	-1.9%

# (continued)
SMILES	TDP1 cell CPT	TDP1 cell noCPT	KAT2A inh
CC(=O)OC1CSc2nc3ccccc3n2C1 (centres undefined)	-12.8%	-1.9%	-10.4%
CC(=O)c1cccc(NC(=O)Nc2ccc(C(=O)N3CCCC3)cc2)c1	?	?	-25.3%
O=C(CSc1ncccc1C(=O)O)NC12CC3CC(CC(C3)C1)C2	6.9%	-24.3%	-1.8%
O=C(CSc1nc2ccccc2c(=O)n1-c1ccc(SC(F)F)cc1)Nc1ccc(N2CCOCC2)cc1	?	?	2.4%
COc1ccc(C2OC(=O)c3ccccc3S2)cc1 (centres undefined)	0.5%	0.5%	-9.0%
COC(=O)C(Nc1nccs1)(OC)C(F)(F)F (centres undefined)	?	?	-2.3%
Cc1ccc(C(=O)CSc2nnc(CNc3ccc(C)cc3C)n2Cc2ccco2)cc1	20.6µM*	?	-29.1%
COCCNC(=O)C(=O)N/N=C/c1ccc(C(=O)OC)cc1	-3.9%	-0.1%	-0.6%
COc1ccc(C2N(c3cc(Cl)ccc3OC)C(=O)C3CCCN32)cc1OC (centres undefined)	-4.0%	-17.2%	-4.4%
O=C(NNC(=O)C1CCCN(c2ncccn2)C1)c1ccc(F)cc1 (centres undefined)	-16.7%	-22.4%	-2.2%
COC(=O)c1sccc1S(=O)(=O)N1CCC(n2c(CC3CCCC3)nc3cccnc32)CC1	1.5%	-14.8%	.
NC(=O)C1(N2CCCCC2)CCN(C(=O)Nc2ccc(C(F)(F)F)cc2)CC1	-7.6%	?	-0.9%
CC(NC(=O)CN(C)CC(=O)Nc1ccc(F)c(F)c1F)c1ccccc1 (centres undefined)	?	19.9%	2.2%
COc1ccc(S(=O)(=O)Nc2ccc(F)c(F)c2)cc1C(=O)N1CCOCC1	-1.9%	-0.4%	-0.4%
CCC(CCNC(=O)c1ccccc1)(CCNC(=O)c1ccccc1)[N+](=O)[O-]	-18.5%	-9.4%	.
COc1cc(C2/C(=C(\O)c3ccc4c(c3)OCCO4)C(=O)C(=O)N2Cc2ccco2)cc(OC)c1OC (centres undefined)	-11.5%	15.7%	-8.4%
O=C1NC[C@H](CCCCN2CCN(CCc3ccc(O)cc3)C(=O)C2=O)N(CCC2CCCCC2)C1=O	-5.0%	-19.4%	.
COc1cc(OC)c(OC)cc1CN1CCCC(C(=O)c2sccc2C)C1 (centres undefined)	?	?	-2.1%
Cc1cc(C)cc(NC(=O)CSc2nc3c(c(=O)n2C)SC(C)C3)c1 (centres undefined)	-28.5%	-22.0%	2.0%
Cc1ccc(-c2nnc(SCC(=O)N/N=C/c3c(C)nn(-c4ccccc4)c3C)n2-c2ccc(C)cc2)cc1	?	?	-0.8%

# Structural class, the entries above with a nitro group on carbon
SMILES	TDP1 cell CPT	TDP1 cell noCPT	KAT2A inh
Cc1c(NC(=S)N/N=C/C=C/c2ccc([N+](=O)[O-])cc2)c(=O)n(-c2ccccc2)n1C	-15.3%	?	0.5%
O=C(CCn1ccc([N+](=O)[O-])n1)NC1CCCCCC1	-12.4%	-17.2%	-1.9%
COc1ccc(C(=O)COC(=O)/C=C/c2ccccc2[N+](=O)[O-])cc1	-3.5%	0.3%	-2.9%
O=[N+]([O-])c1cc([N+](=O)[O-])c2n[nH]c(-c3ccccc3)c2c1	19.5%	0.9%	-1.9%
CCC(CCNC(=O)c1ccccc1)(CCNC(=O)c1ccccc1)[N+](=O)[O-]	-18.5%	-9.4%	.

# Next part:
SMILES	TDP1 cell CPT	TDP1 cell noCPT	KAT2A inh
Cc1nn(C)cc1/C=N\NC(=O)Cc1ccc([N+](=O)[O-])cc1	-4.1%	-4.0%	0.2%
Brc1ccc(OCCCOc2cccc3cccnc23)cc1	-0.7%	-23.2%	-7.4%
Cc1ccccc1-c1nc2ccccc2c(=O)n1C1CCS(=O)(=O)C1 (centres undefined)	-18.6%	-15.2%	-0.3%
Cc1ccccc1C(=O)N(Cc1nc(-c2ccc(Cl)cc2)no1)C(C)C	14.6µM*	20.6µM*	-11.0%
Cc1c(C(=O)Nc2ccc3c(c2)OCCO3)sc2ncnc(N3CCCCC3C)c12 (centres undefined)	?	14.6µM*	-19.3%
O=C1NC(c2ccc(O)cc2)Nc2ccccc21 (centres undefined)	?	?	-2.4%
CCCC(=O)NC(=S)Nc1cccc2c(O)cccc12	-11.5%	-26.7%	-7.7%
CCOC(=O)C1CCN(c2nc(-c3ccccc3)nc3c2oc2ccccc23)CC1	-18.5%	?	-20.1%

# Not all compounds are listed (hit frequency here may not be typical).
